Source: PubChem (The Scripps Research Institute Molecular Screening Center)
UHRF1 binding: UHRF1 methyl-DNA binding inhibition; UHRF1 binding to methylated oligo, TR-FRET; inhibition, % at 4.4 µM; hit rate 0.75% among 370,000; AID 687016; in the data active = inhibition above about 21%;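 also: UHRF1 SRA domain binding a hemimethylated CpG hairpin DNA probe; 0% = median of test compound wells and 100% = reference inhibitor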
ASAP1 GAP inh: inhibitors of human ASAP1 ArfGAP activity; hit rate 0.19% among 360,000; Q9ULH1; inhibition, % at 16.5 µM; ASAP1-stimulated ARF1 GTP hydrolysis, GDP FP detection; in the data active = inhibition above about 25%;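 also: 0% = vehicle with enzyme and substrate and 100% = no enzyme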
ADAM17 inh: inhibits human ADAM17; recombinant ADAM17, EDANS/DABCYL FRET peptide cleavage; hit rate 0.83% among 370,000; P78536; inhibition, % at 6.95 µM;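 active = inhibition above the mean of compounds lying between control limits plus 3 SD, set per campaign, cut at about 8.5% in these data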;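 also: 0% = DMSO-only wells as the low control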
Target sequence (P78536 215-824 limits assumed): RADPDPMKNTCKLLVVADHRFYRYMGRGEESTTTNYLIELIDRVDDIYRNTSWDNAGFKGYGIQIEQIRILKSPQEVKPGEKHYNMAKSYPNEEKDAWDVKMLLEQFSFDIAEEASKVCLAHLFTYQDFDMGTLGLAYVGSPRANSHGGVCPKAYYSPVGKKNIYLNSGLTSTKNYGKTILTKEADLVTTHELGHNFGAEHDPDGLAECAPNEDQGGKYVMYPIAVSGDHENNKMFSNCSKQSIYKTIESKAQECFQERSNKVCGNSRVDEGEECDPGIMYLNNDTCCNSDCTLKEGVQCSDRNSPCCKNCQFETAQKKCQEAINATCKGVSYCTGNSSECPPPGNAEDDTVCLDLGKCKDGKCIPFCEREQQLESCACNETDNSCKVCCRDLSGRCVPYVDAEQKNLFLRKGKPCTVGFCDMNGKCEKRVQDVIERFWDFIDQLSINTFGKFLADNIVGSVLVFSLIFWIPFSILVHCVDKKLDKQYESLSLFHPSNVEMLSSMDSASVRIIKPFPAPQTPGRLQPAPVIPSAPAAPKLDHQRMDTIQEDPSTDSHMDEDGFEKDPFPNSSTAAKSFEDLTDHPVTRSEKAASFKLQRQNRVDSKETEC
proKLK7 act: activators of human kallikrein-7 zymogen | AID 652039 | hit rate 0.9% among 370,000 | purified proKLK7, EDANS-DABCYL substrate fluorescence; 100% is mature enzyme control, 0% vehicle | activation, % at 7 µM;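 active = activation above the mean of all tested compounds plus 3 SD, computed per campaign excluding outliers beyond control limits, cut at about 13% in these data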
Target sequence (P49862 whole entry, looked up): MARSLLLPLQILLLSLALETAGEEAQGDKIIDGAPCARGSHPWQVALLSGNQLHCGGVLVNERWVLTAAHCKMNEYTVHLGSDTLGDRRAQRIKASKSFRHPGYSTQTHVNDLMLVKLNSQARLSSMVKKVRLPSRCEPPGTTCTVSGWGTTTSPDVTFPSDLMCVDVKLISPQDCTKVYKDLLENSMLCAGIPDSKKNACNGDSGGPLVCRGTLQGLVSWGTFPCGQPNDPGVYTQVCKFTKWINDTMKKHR
PLC-gamma1 inh: inhibitors of human phospholipase C gamma1. P19174. purified PLC-gamma1, fluorogenic substrate, fluorescence. inhibition, % at 12.2 µM. hit rate 0.84% among 370,000. AID 720700; in the data active = inhibition above about 9.5%
ARFGAP1 inh: inhibitors of rat ARFGAP1 | Q62848 | Arfgap1-stimulated ARF1 GTP hydrolysis, GDP FP detection | inhibition, % at 16.5 µM | hit rate 0.26% among 360,000;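 active = inhibition above a per-plate limit, mean inhibition of low control wells plus 3 SD, cut at about 25% in these data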;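 also: 0% = DMSO wells with enzyme and 100% = wells lacking Arfgap1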
Target sequence (Q62848 1-136 limits assumed): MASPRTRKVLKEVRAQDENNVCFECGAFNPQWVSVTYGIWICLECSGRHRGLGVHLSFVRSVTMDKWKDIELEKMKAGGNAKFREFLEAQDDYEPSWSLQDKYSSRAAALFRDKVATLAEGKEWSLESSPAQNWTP
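Material – truncated rat Arfgap1 GAP domain · Buffer or medium – HEPES-based buffer, pH 7.5 · Reagent – human ARF1(Δ1-17)-GTP substrate · Dosing – 16.5 µM single point, 1.26% DMSO · Schedule – GTP hydrolysis reaction 2 h at 25 °C · Technique – GDP detection by fluorescence polarization · Benchmarks – No-Arfgap1 wells (100%) versus DMSO full-reaction wells (0%) · Repeats – single replicate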
PLCb3 inh: PLC-beta3 (human) inhibition, primary screen; Q01970; Purified PLC-beta3, fluorogenic substrate, fluorescence; inhibition, % at 12.2 µM; hit rate 0.18% among 370,000; AID 720704; in the data active = inhibition above about 11%;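 also: 0% = median of compound wells on plate and 100% = full blocker control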
DDE Tn7 FP inh: inhibitors of Tn7 peptide binding to human fibrin DD(E); hit rate 0.13% among 370,000; FP displacement of FITC-Tn7 peptide from fibrin DD(E); 0% = median of compound wells per plate; inhibition, % at 8.3 µM;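 active = inhibition above the mean of compounds falling within the control limits plus 3 SD of them, cut at about 14% in these data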;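 also: 0% = plate median of compound wells and 100% = 10 µM Aha-Tn7 peptide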
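Assay system: Fibrin-DD(E) protein isolated from polymerized human fibrin clots; read-out basis: percent inhibition; medium: Tris/NaCl/CaCl2 buffer, pH 7.8; signal: FP measurement; incubation: 10 min plus 3 h, room temperature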
Tn6 DDE FP: disrupts Tn6 cyclic peptide binding to fibrin D-Dimer-E complex; P02675; Fibrin DD(E) TRITC-Tn6 fluorescence polarization displacement; inhibition, % at 8.3 µM; hit rate 0.21% among 370,000; AID 720509;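 active = inhibition above a per-campaign cutoff: mean of compounds within control limits plus 3 SD, cut at about 15% in these data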;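 also: 0% = median of all compound wells on the plate and 100% = blocking peptide control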
MBD2 DNA inh: MBD2-methylated oligo binding inhibition. Q9UBB5. TR-FRET, MBD2 binding to methylated oligonucleotide. inhibition, % at 4.4 µM. hit rate 0.31% among 370,000; in the data active = inhibition above about 13%
* marks the source's active call; other numbers are inactive results; · = not tested or not shown.

compound | UHRF1 binding | ASAP1 GAP inh | ADAM17 inh | proKLK7 act | PLC-gamma1 inh | ARFGAP1 inh | PLCb3 inh | DDE Tn7 FP inh | Tn6 DDE FP | MBD2 DNA inh
O=C(Nc1ccccc1)Nc1ccc(NC(=O)c2ccccc2O)cc1 | -1 | -5 | 1 | -1.0 | -1 | 4 | -16 | -1 | -6 | -6
CNc1nc(Cl)nc2c1ncn2-c1ccccc1 | 11 | 18 | -2 | -1.0 | -1 | 9 | 1 | 1 | -1 | -3
O=C(CCN1C(=O)/C(=C\C=C\c2ccccc2)SC1=S)Nc1ccc(C(=O)O)cc1 | 3 | 10 | -4 | -0.4 | 0 | -2 | -18 | -1 | -8 | -2
COc1ccc(/C=C/C(=O)NC(=S)Nc2ccc(S(=O)(=O)Nc3cc(OC)ncn3)cc2)cc1 | -1 | 1 | -3 | -1.2 | -1 | 5 | -1 | 7 | 2 | -6
CS(=O)(=O)N(CC(O)Cn1c2ccccc2c2ccccc21)c1ccccc1 (configuration not stated) | 0 | 12 | 5 | -0.4 | 0 | 12 | -1 | -8 | 2 | -1
CC(NC(=O)COC(=O)CNC(=O)c1ccccc1Cl)C1CC2CCC1C2 (configuration not stated) | 11 | 0 | -6 | -0.2 | -2 | 3 | -1 | 5 | 1 | 1
Cc1cccc(NC(=O)c2ccc(N3C(=O)C4CCCCC4C3=O)cc2)c1C (configuration not stated) | 1 | -2 | 2 | 0.2 | 1 | -7 | -10 | 5 | 8 | -3
CC(=O)N1CCN(C(c2ccccc2)c2nnnn2C(C)(C)C)CC1 (configuration not stated) | 0 | -9 | -1 | -1.0 | 2 | -7 | 1 | -2 | 0 | 4
COc1ccc([C@H]2CC(=O)C=C(c3ccc4cc[nH]c4c3)C2)cc1 | 0 | 11 | -2 | -0.3 | -34 | 18 | -54 | 3 | -3 | 3
COC(=O)c1cc2c(c3c4cc(F)ccc4n(C(=O)c4ccccc4)c13)C(=O)N(C1CCCCC1)C2 | -2 | -2 | -6 | 0.3 | -15 | 1 | -23 | -4 | 0 | 4
COc1ccc(N2C(=O)c3ccc(C(=O)Nc4ccc(NC(C)=O)cc4)cc3C2=O)cc1 | 2 | 1 | -3 | -0.3 | 4 | 5 | -3 | 0 | -2 | 2
COc1ccc(NC(=O)CSc2nnc(Cc3ccccc3)c(=O)n2N)cc1 | -3 | -1 | 1 | 0.2 | -1 | -6 | -1 | 9 | -2 | -2
CN1CCN(C(=O)c2ccc3c(=O)n(Cc4ccc(Cl)cc4)c(=S)[nH]c3c2)CC1 | -3 | -4 | -1 | 0.5 | 2 | 11 | -2 | 1 | 5 | -3
CCC(=O)Nc1ccc2c(c1)OC[C@@H](C)N(Cc1cccc(F)c1)C[C@@H](C)[C@@H](OC)CN(C)C2=O | 0 | -9 | -1 | 1.4 | 1 | 4 | 2 | -3 | -4 | -1
CC1(C(=O)O)Oc2cccnc2NC1=O (configuration not stated) | 0 | -17 | -1 | -0.4 | 0 | 4 | 1 | 4 | 10 | 1
COc1ccc(/C=C2\SC(=S)N(N3C(=O)CCC3=O)C2=O)cc1O | -15 | 0 | -2 | 1.1 | -5 | -1 | -8 | 6 | -6 | -10
COc1ccccc1CNC(=O)C1CCN(S(=O)(=O)c2ccc3c(c2)OCCO3)CC1 | 1 | 12 | 0 | 0.1 | 5 | 7 | 0 | -5 | -15 | 8
C=CCNC(=O)c1ccc(S(=O)(=O)CC)c(Cl)c1Cl | 3 | 3 | 2 | 0.2 | 3 | 9 | 0 | 1 | 6 | -3
Cc1nnsc1S(=O)c1ccccc1Cl (configuration not stated) | 2 | 0 | 0 | -0.1 | 2 | -1 | 1 | 3 | 1 | 4
COC(=O)[C@@]12C[C@@H](CC(=O)N3CCCC3)C(=O)N(CCc3ccc(OC)c(OC)c3)C1=CCC(C)(C)C2 | 1 | 10 | 1 | 0.2 | 3 | 20 | 1 | -9 | 12 | 3
COc1ccc(OCC(=O)Nc2ccc3c(c2)nc2n3CCSC2)cc1 | 0 | 14 | -6 | 0.2 | -9 | -3 | -9 | -1 | -12 | -1
O=C(NCCCn1ccnc1)c1ccc(Cl)s1 | -1 | -3 | -3 | -0.2 | 1 | 2 | -5 | 5 | 1 | -5
S=c1nc[nH]c2c1ncn2C1CCCC1 | 2 | -7 | 2 | 0.2 | 0 | -6 | -3 | 0 | 6 | -5
CCC(C)(C)C(=O)N1CCC(C(=O)NC2CCCc3ccccc32)CC1 (configuration not stated) | 0 | · | 0 | 0.0 | 1 | · | 1 | -1 | -5 | 6
O=C(NCCc1ccccn1)c1ccc(S(=O)(=O)N2CCCCCC2)cc1 | -1 | -4 | 2 | -0.4 | -2 | -1 | 2 | -11 | -1 | 2
CN(CC(=O)Nc1ccccc1Br)C(=O)CN(C)C1CCCCC1 | 2 | -2 | 4 | 0.2 | 4 | 9 | 0 | -4 | 4 | 1
COC(=O)C(C(C)C)N(Cc1cc(OC)cc(OC)c1)S(=O)(=O)CCl (configuration not stated) | 19 | -21 | -3 | 0.7 | -1 | 8 | 3 | 15* | 1 | 2
Cc1cc(S(=O)(=O)N2CCOCC2)ccc1OCC(=O)Nc1ccc(Br)cc1F | -1 | -9 | -2 | 0.3 | 1 | -8 | -3 | 9 | -1 | 1
Cc1cccc(/C=N\NC(=O)c2sccc2-n2cccc2)c1 | 0 | 7 | -3 | -0.3 | -7 | -6 | -6 | 2 | -3 | 0
Cc1ccccc1NC(=O)CSc1nnc(NC(=O)c2ccco2)s1 | -2 | 6 | -2 | 0.1 | 2 | 14 | -8 | -4 | -7 | -1
Clc1cc(Br)ccc1OCCn1ccnc1 | -1 | -15 | 0 | -0.5 | 1 | 5 | 2 | 5 | 5 | -4
CCCCN1C2=NCCCN2c2ccccc21 | 2 | -3 | -4 | 0.6 | -1 | 3 | -1 | 8 | 1 | 4
Cc1ccc(NC(=O)CSc2nnc(-c3cnccn3)n2Cc2ccco2)cc1 | -1 | 16 | -3 | 1.0 | 0 | -8 | 5 | 1 | -6 | -3
O=C(NC1CCC(O)CC1)c1cc(Cl)c2c(c1)OCCO2 (configuration not stated) | 0 | 11 | -2 | 0.1 | -3 | 3 | -2 | -3 | 4 | -2
CC(Sc1nc2nn(-c3ccccc3)c(=O)c-2c2n1CCCCC2)C(N)=O (configuration not stated) | -3 | 2 | 0 | 0.4 | 4 | 10 | 3 | -8 | 7 | -3
Cc1ccc([C@H]2C[C@@H](O)[C@H](n3cc(COC(=O)c4ccccc4)nn3)CN2Cc2cccs2)cc1 | 0 | -7 | 1 | -0.2 | 3 | 14 | 3 | -9 | 2 | -2
C[C@@H]1CN([C@H](C)CO)C(=O)CCCn2nncc2CO[C@@H]1CN(C)S(=O)(=O)c1ccc(Oc2ccccc2)cc1 | 0 | 6 | 2 | 0.6 | 1 | -14 | 3 | 9 | 10 | -8
CCCCC(c1nnnn1CCOC)N1CCN(c2cccc(OC)c2)CC1 (configuration not stated) | -2 | -8 | 0 | -0.1 | 1 | 6 | 0 | -13 | -6 | -4
CCn1c(COc2ccccc2C)nnc1SCC(=O)N1CCC(C)CC1 | 4 | 9 | -2 | 0.1 | -5 | -2 | 2 | -3 | 3 | 5
Cc1ccc(Nc2ncc3c(n2)CC(C)(C)CC3=O)cc1 | -3 | 7 | 3 | 0.7 | -53 | 4 | -58 | 6 | 1 | -9

Next section, starting with the last two of the part before.
compound | UHRF1 binding | ASAP1 GAP inh | ADAM17 inh | proKLK7 act | PLC-gamma1 inh | ARFGAP1 inh | PLCb3 inh | DDE Tn7 FP inh | Tn6 DDE FP | MBD2 DNA inh
CCn1c(COc2ccccc2C)nnc1SCC(=O)N1CCC(C)CC1 | 4 | 9 | -2 | 0.1 | -5 | -2 | 2 | -3 | 3 | 5
Cc1ccc(Nc2ncc3c(n2)CC(C)(C)CC3=O)cc1 | -3 | 7 | 3 | 0.7 | -53 | 4 | -58 | 6 | 1 | -9
N#Cc1c(-c2ccco2)cc(C2CC2)nc1N | -3 | -13 | -242 | -4.7 | -159 | -13 | -235 | 4 | 3 | 1
CC(C)(C)OC(=O)NCCCC[C@H](NC(=O)c1nc[nH]c1C(=O)NCc1ccc(CNC(=O)OC(C)(C)C)cc1)C(=O)OC(C)(C)C | 1 | 0 | 13* | -0.3 | 5 | 5 | 2 | -9 | 0 | -2
CS(=O)(=O)N1N=C(c2ccc(Cl)cc2)CC1c1cccs1 (configuration not stated) | 0 | 11 | 1 | 0.1 | 1 | -3 | 4 | -3 | -2 | 1
CCOc1ncccc1C(=O)OCC(=O)c1cccs1 | 0 | -1 | 5 | -0.9 | 7 | 6 | 3 | -4 | -5 | -1
NC(=O)c1ccccc1NC(=O)c1ccc2c(c1)OCO2 | 3 | -10 | 1 | 0.6 | 1 | -2 | -1 | -1 | 4 | -2
Cc1[nH]nc(SCC(=O)N2CCCC2)c1[N+](=O)[O-] | 6 | -3 | -1 | 0.0 | 1 | 2 | -3 | -1 | -1 | 1
CN(CC(=O)Nc1ccc(F)cc1)CC(=O)NC1CCCCC1 | 0 | 3 | -6 | 0.0 | 2 | -5 | -6 | -1 | -2 | 1
O=C(NNc1cc(Br)c(O)c(Br)c1)c1ccccc1 | -3 | 4 | -9 | 0.2 | -7 | -4 | -11 | -4 | 1 | -1
CCC1=Nc2cc(C(=O)NCCCOC(C)C)ccc2Sc2ccccc21 | 5 | -4 | -1 | 1.1 | -4 | -11 | -3 | 4 | -12 | 6
COc1ccc(NC(=O)CSc2nc3ccsc3c(=O)n2Cc2ccccn2)c(OC)c1 | 1 | 7 | -3 | 1.0 | -19 | 3 | -31 | -5 | 6 | -6
Cc1ccc(C(=O)Nc2nccs2)cc1 | -1 | -4 | 3 | -0.4 | -13 | -1 | -23 | -2 | 0 | -4
O=c1cc(-c2ccccc2)cc(-c2ccccc2)n1CCO | 6 | 1 | -6 | 0.0 | 1 | 10 | -2 | 6 | -7 | 10
Fc1cccc(Cl)c1Cn1nnc(-c2ccc(N3CCOCC3)cc2)n1 | 1 | -6 | 1 | 0.0 | 1 | -5 | 4 | -1 | -2 | 3
COc1ccc2oc(=O)c(/C(C)=N/Nc3ccccc3)cc2c1 | -5 | -2 | -8 | -8.6 | -194 | 14 | -221 | 8 | 4 | -7
Cc1ccc(S(=O)(=O)N2CCN(C(=O)COC(=O)C3CC3C)CC2)c(C)c1 (configuration not stated) | -2 | 12 | -2 | -0.1 | 3 | -2 | -4 | 0 | 6 | -2
Cc1nc2ccccc2n1CC(=O)NCCN1CCOCC1 | 2 | 11 | -3 | 0.7 | -1 | 1 | -2 | 0 | -2 | 1
